# TRPC4 PAM: allosterically enhances the mouse TRPC4 cation channel | HEK293 TRPC4beta/mu-opioid, DAMGO EC20, Fluo-4 Ca2+ flux; stronger effect = higher value | Q9QUQ5 | B-score at 10 µM | AID 2227 | 310,000 tested, 0.42% active;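 active = B-score of calcium response area above 5 SD of library B-scores, with initial fluorescence ratio within 5 SD of library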;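 also: B-score of integrated fluorescence ratio over time as area under calcium response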
# ANO1 activ: activates or potentiates the mouse TMEM16A chloride channel | B-score at 10 µM | AID 623877 | HEK293 TMEM16A/YFP-H148Q/I152L, iodide quench fluorescence; stronger effect = lower value | 340,000 tested, 0.3% active;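 active = fluorescence-ratio B-score plate-corrected deviation score at least 3 library SD below zero, with starting fluorescence score within 5 deviations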;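 also: channel opened by trigger with iodide after compound preincubation; score built on the fluorescence ratio of max minus min over baseline; more negative score means more quench and so TMEM16A activation or potentiation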
# MrgX1 antag: antagonists of human MrgX1 receptor. Q96LB2. MRGX1-HEK293 calcium flux, Fluo-4, BAM8-22 antagonism; stronger effect = lower value. B-score at 10 µM. 310,000 tested, 1.3% active. AID 588676;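 active = calcium-response B-score plate-corrected more than 3 library SD below zero, starting fluorescence within 5 deviations, no agonist response on first addition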;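 also: peak minus trough fluorescence over baseline after final BAM8-22 challenge near maximal dose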
# TRPC4 agonist: TRPC4 (mouse) channel activation. HEK293 TRPC4beta/mu-opioid, Fluo4 calcium fluorescence; stronger effect = higher value. AID 2237. 310,000 tested, 0.49% active. Q9QUQ5. B-score at 10 µM;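 active = B-score above 5 SD of library B-scores, and initial fluorescence ratio not above library mean plus 5 SD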;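 also: positive B-score marks a calcium rise read as TRPC4 activation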
#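 Assay system: HEK293 cells stably co-expressing mouse TRPC4beta and mu-opioid receptor / Timing: Fluo4 dye loading 45 min at room temperature, 110 s recording / Signal: Fluo4 calcium-sensitive dye fluorescence, kinetic, 1 Hz baseline / Read-out: integrated baseline-normalised fluorescence ratio, converted to per-well B score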
# TMEM16A inh: blocks the mouse calcium-activated chloride channel TMEM16A | Q8BHY3 | HEK293 TMEM16A/YFP iodide influx fluorescence, ionomycin | normalized B-score (activity score, 25-100; higher = stronger inhibition) at 10 µM | 310,000 tested, 1.2% active;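 active = ratio plate-corrected score three or more library SD toward inhibition, starting fluorescence score within five deviations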;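 also: score derived from kinetic fluorescence span divided by baseline fluorescence per well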
# RGS4 block: inhibitors of human RGS4 | P49798 | HEK293 M3R/RGS4 inducible, Fluo-4 calcium flux; stronger effect = higher value; triggered by carbachol at its EC20 | B-score at 10 µM | 310,000 tested, 0.45% active;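 active = B-score, a plate-corrected calcium signal, over three deviations above library mean, with baseline fluorescence within five deviations of library mean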;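 also: RGS4 expression induced by doxycycline in cells with stable M3 receptor; B-score is computed from the integrated fluorescence ratio over baseline after carbachol; higher B-score means a larger calcium signal and so more RGS4 inhibition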
# Target sequence (P49798 whole entry, looked up): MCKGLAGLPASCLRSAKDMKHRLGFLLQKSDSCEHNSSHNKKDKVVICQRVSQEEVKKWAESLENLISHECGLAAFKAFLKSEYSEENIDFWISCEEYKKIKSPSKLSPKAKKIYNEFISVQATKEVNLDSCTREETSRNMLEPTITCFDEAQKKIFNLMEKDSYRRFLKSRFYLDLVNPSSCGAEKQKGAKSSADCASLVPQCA
# MrgX1 PAM: human MrgX1 positive allosteric modulation, primary screen; B-score at 10 µM; 310,000 tested, 0.63% active; Q96LB2; AID 588675; MrgX1-HEK293, Fluo-4 calcium flux, FDSS; stronger effect = higher value;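 active = plate-corrected calcium response at least 3 library SD above typical, normal starting fluorescence, not activating the receptor alone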;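 also: compound read alongside a low EC10 to EC30 dose of BAM8-22 agonist; peak minus trough fluorescence over baseline measured at the second addition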
# MrgX1 agonist: human MrgX1 receptor agonism, primary screen | B-score at 10 µM | MrgX1-HEK293 cells, Fluo-4 calcium fluorescence, agonist mode; stronger effect = higher value | 310,000 tested, 0.44% active;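 active = calcium response B-score plate-corrected fluorescence ratio at least 3 library SD, with starting fluorescence B-score inside 5 SD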
#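 Assay system: MrgX1-expressing HEK293 cells / Amount: fifteen thousand cells per well / Doses: test compound in the initial addition of three / Timing: cells plated overnight, dye loaded 0.5 h 37 °C, 0.5 h room temperature / Technique: kinetic calcium dye fluorescence, Fluo-4 NW / Control set: positive and negative controls per plate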
# TRPC6 inhibitor: blocks the mouse TRPC6 cation channel. B-score at 10 µM. AID 2553. Q61143. HEK293-TRPC6, membrane potential dye, ACh-evoked depolarization; stronger effect = lower value. 310,000 tested, 1.1% active;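 active = B-score under library mean minus 3 SD, initial fluorescence not abnormally high, positive integrated signal ratio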;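 also: B-score derived from integrated fluorescence ratio over the kinetic read; more negative B-score means stronger inhibition of depolarization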
# Target sequence (Q61143 whole entry, looked up): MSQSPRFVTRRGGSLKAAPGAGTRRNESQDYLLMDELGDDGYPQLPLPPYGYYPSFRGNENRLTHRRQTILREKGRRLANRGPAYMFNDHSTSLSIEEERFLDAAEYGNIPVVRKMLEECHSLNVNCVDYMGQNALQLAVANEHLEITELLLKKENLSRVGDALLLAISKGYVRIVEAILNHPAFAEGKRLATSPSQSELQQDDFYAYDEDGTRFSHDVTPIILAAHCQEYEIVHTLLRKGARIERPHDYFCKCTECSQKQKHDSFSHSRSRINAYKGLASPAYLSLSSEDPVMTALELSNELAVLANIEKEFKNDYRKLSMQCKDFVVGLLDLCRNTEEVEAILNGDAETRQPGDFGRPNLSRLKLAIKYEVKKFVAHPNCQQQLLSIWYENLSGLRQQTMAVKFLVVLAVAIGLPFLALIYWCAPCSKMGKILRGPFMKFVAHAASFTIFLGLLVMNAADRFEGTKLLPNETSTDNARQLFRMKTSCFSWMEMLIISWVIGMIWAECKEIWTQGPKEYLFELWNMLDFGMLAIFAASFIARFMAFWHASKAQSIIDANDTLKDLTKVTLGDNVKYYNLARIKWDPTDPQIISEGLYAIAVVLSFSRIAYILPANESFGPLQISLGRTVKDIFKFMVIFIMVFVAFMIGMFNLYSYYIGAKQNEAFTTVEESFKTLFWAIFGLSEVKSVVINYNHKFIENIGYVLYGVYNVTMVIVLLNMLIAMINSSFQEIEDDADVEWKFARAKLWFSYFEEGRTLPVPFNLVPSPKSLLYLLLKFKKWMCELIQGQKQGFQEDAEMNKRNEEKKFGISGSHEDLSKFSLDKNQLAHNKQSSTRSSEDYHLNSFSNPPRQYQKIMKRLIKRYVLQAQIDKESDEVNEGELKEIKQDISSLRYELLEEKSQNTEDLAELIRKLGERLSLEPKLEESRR
# TRPC6 act: mouse TRPC6 channel activation | HEK293-TRPC6 membrane potential dye fluorescence; stronger effect = higher value | 310,000 tested, 0.13% active | B-score at 10 µM | Q61143;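 active = B-score of the integrated fluorescence ratio above library mean plus 3 SD, and starting fluorescence ratio within library mean plus 5 SD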;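 also: higher score means more depolarization so channel activation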
# TRPC4 inh: inhibitors of mouse TRPC4 channel; AID 2247; HEK293 TRPC4beta/mu-opioid, DAMGO-evoked Fluo4 calcium flux; stronger effect = lower value; B-score at 10 µM; 300,000 tested, 0.39% active;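 active = B-score over 3 SD under the library average, no early fluorescence shift, positive overall ratio signal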
#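 Assay system: HEK293 cells with stable TRPC4beta plus mu-opioid receptor expression. Dosing: single dose. Measured by: Fluo4 Ca2+ flux fluorescence. Also added: DAMGO in two steps, submaximal then maximal. Read-out: B score from integrated Fluo4 fluorescence ratio.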
# The depositor's hits bear a star; i = inactive; / = no result given.
# Below each compound: TRPC4 PAM, ANO1 activ, MrgX1 antag, TRPC4 agonist, TMEM16A inh, RGS4 block, MrgX1 PAM, MrgX1 agonist, TRPC6 inhibitor, TRPC6 act, TRPC4 inh
- O=C(CSc1nncn1-c1ccccc1)NCc1cccs1
  i, i, i, i, i, i, i, i, i, i, i
- Cc1ccc(C(=O)OCc2nnc(-c3ccccc3)o2)s1
  i, i, i, i, i, i, i, i, i, i, i
- Cc1cccc(CN2CCN(Cc3cccc(-n4cccn4)c3)CC2CCO)n1 (configuration not stated)
  i, i, i, i, i, i, i, i, i, i, i
- O=C(COC(=O)C1CC1)NC(=O)NCc1ccccc1
  i, i, i, i, i, i, i, i, i, i, i
- O=C(C1CCC(=O)N(C2CCCCCC2)C1)N1CCN(c2ccccc2Cl)CC1 (configuration not stated)
  i, i, i, i, i, i, i, i, i, i, i
- N#CC1=C(N)Oc2n[nH]c(-c3cccnc3)c2C1c1ccc([N+](=O)[O-])o1 (configuration not stated)
  i, i, i, i, i, i, i, i, i, i, i
- COc1ccccc1CCNC(=O)c1cnccn1
  i, i, i, i, i, i, i, i, i, i, i
- Cc1ccc(/C=C/C(=O)NCc2cccs2)cc1
  i, i, i, i, i, i, i, i, i, i, i
- CCOc1ccc(S(=O)(=O)N2CCOCC2)cc1NS(=O)(=O)c1ccc(OC)c([N+](=O)[O-])c1
  i, i, i, i, i, i, i, i, i, i, i
- CCn1c(COc2ccccc2C)nnc1SCC(=O)O
  i, i, i, i, i, i, i, i, i, i, i
- Cc1cc(Cl)ccc1OCC(=O)Nc1ccccc1C(=O)N1CCOCC1
  i, i, i, i, i, i, i, i, i, i, i
- Cn1nnnc1SCC(=O)NCc1ccco1
  i, i, i, i, i, i, i, i, i, i, i
- NC(=O)c1nc(-c2cccs2)nc2c1[nH]c(=O)n2-c1ccc(F)cc1
  i, i, i, i, i, i, i, i, i, i, i
- Cc1noc(C)c1CSCC(=O)Nc1nc2ccccc2s1
  i, i, i, i, i, i, i, i, i, i, i
- CCC(=O)Nc1nnc(-c2ccncc2)s1
  /, i, i, /, i, /, i, i, /, /, /
- C=CCNC(=O)CN1CCC(n2nnc3cc(C(F)(F)F)ccc32)CC1
  i, i, i, i, i, i, i, i, i, i, i
- CCn1c(=O)[nH]c2cc(Cl)c(Cl)cc21
  /, i, i, /, i, /, i, i, /, /, /
- CCOC(=O)c1cc(C)sc1/N=C/C1=C(O)CCCC1=O
  i, i, i, i, i, i, i, i, i, i, i
- CCCCn1c(N)c(N(CC(C)C)C(=O)c2cnc(C)cn2)c(=O)[nH]c1=O
  i, i, i, i, i, i, i, i, i, i, i
- N#C/C(=C\c1ccc(OCCN2CCOCC2)cc1)C(=O)Nc1ccc(S(N)(=O)=O)cc1
  i, i, i, i, i, i, i, i, i, i, i
- CCOC(=O)c1cccc(OS(=O)(=O)Cc2ccccc2)c1
  i, i, i, i, i, i, i, i, i, i, i
- Cc1cc(=O)[nH]c(SCC(=O)c2c(N)n(C)c(=O)n(C)c2=O)n1
  i, i, i, i, i, i, i, i, i, i, i
- CCOc1ccc(N=C2Sc3nc4ccc(C)cc4cc3CN2CCOC)cc1
  i, i, i, i, i, i, i, i, i, i, i
- O=C(N/C(=C/c1cccs1)C(=O)N1CCOCC1)c1cccs1
  i, i, i, i, i, i, i, i, i, i, i
- CCS(=O)(=O)C1=NN2C(=N)/C(=C\c3ccc(OC(=O)c4ccco4)c(OC)c3)C(=O)N=C2S1
  i, i, i, i, i, i, i, i, i, i, i
- CC(=O)OCC(=O)NCCCOc1cccc(CN2CCCCC2)c1
  i, i, i, i, i, i, i, i, i, i, i
- C[C@H](NC(CCc1ccccc1)C(=O)O)C(=O)N1CCC[C@H]1C(=O)O (some centres not stated)
  i, /, i, 55*, i, i, i, i, i, i, i
- COc1ccc(-c2nnc(NC(=O)c3ccc([N+](=O)[O-])o3)o2)c(OC)c1
  i, i, i, i, i, i, i, i, i, i, i
- COc1ccc(CCNC(=O)c2ccc3nc4cc(Cl)ccc4c(=O)n3c2)cc1OC
  i, i, i, i, i, i, i, i, i, i, i
- COc1ccc(Cn2cc([N+](=O)[O-])nc2C)cc1[N+](=O)[O-]
  i, i, i, i, i, i, i, i, i, i, i
- COC(=O)C1=CNC=C(C(=O)OC)C1c1ccc(C(=O)OC)cc1
  i, i, i, i, i, i, i, i, i, i, i
- CCC(=O)Nc1ccc(NC(=O)c2ccc3ccccc3c2)cc1
  i, i, i, i, i, i, i, i, i, i, i
- CC1CN(Cc2nc3c(c(=O)n(C)c(=O)n3C)n2Cc2cccc(Cl)c2)CC(C)O1 (configuration not stated)
  i, i, i, i, i, i, i, i, i, i, i
- O=C(NCCN1CCOCC1)/C(=C/c1ccccc1)NC(=O)c1ccccc1
  i, i, i, i, i, i, i, i, i, i, i
- O=S(=O)(c1ccc2nc(-c3ccco3)c(-c3ccco3)nc2c1)N1CCOCC1
  i, i, i, i, i, i, i, i, i, i, i
- CCNC(=O)Nc1cc(OC)c(OC)cc1C(=O)O
  i, i, i, i, i, i, i, i, i, i, i
- Nc1nc2c3ccccc3nc(C3CC3)n2n1
  i, i, i, i, i, i, i, i, i, i, i
- O=C(Cn1nnc(-c2cccs2)n1)NCCc1ccccc1
  i, i, i, i, i, i, i, i, i, i, i
- O=C(NCCS(=O)c1ccc(Cl)cc1)c1cccc(Cl)c1 (configuration not stated)
  i, i, i, i, i, i, i, i, i, i, i
- CC(C)C1C(C#N)=C(N)SC(N)=C1C#N
  i, i, i, i, i, i, i, i, i, i, i
- Cc1cc(SCC(=O)NC(=O)NCc2ccco2)nc2ccccc12
  i, i, i, i, i, i, i, i, i, i, i
- Cc1cc2cc(CNC(=S)Nc3ccc(OC(F)(F)F)cc3)ccc2n1C
  i, i, i, i, i, i, i, i, i, i, i
- Cc1cc(NS(=O)(=O)c2ccc(Nc3nc(-c4sc(N)nc4C)cs3)cc2)no1
  i, i, i, i, i, i, i, i, i, i, i
- CN(Cc1ccccc1)C(=O)c1nc2ccccn2c1CN1CCc2sccc2C1
  i, i, i, i, i, i, i, i, i, i, i
- CCn1nc(CC(=O)O)c2ccccc2c1=O
  i, i, i, i, i, i, i, i, i, i, i
- COc1ccc(C/C(C)=N/NC(=S)Nc2ccccc2F)cc1
  i, i, i, i, i, i, i, i, i, i, i
- O=C(O)CNC(=O)CC1S/C(=N/N=C/c2ccccc2O)NC1=O (configuration not stated)
  i, i, i, i, i, i, i, i, i, i, i
- COc1ccc(CN(C)C2c3ccccc3-c3ccccc32)cc1
  i, i, i, i, i, i, i, i, i, i, i
- Cc1ccc(S(=O)(=O)/C(C#N)=C/c2c(N3CCC(C(N)=O)CC3)nc3ccccn3c2=O)cc1
  i, i, i, i, i, i, i, i, i, i, i
- O=C(CN1C(=O)NC2(CCCC2)C1=O)NNC(=O)c1ccc(Br)cc1
  i, i, i, i, i, i, i, i, i, i, i
- O=C(COC(=O)/C=C/c1ccco1)NCCc1ccccc1
  i, i, i, i, i, i, i, i, i, i, i
- CC1=C(C#N)C2C(/C1=N/O)C2(C)C (configuration not stated)
  i, i, i, i, i, i, i, i, i, i, i
- CC(C)CN1C(=O)CC(Sc2ccccc2C(=O)O)C1=O (configuration not stated)
  i, i, i, i, i, i, i, i, i, i, i
- Cc1nn(C(=O)N(C)C)c(C)c1CN1C(=O)c2ccccc2C1=O
  i, i, i, i, i, i, i, i, i, i, i
- CSc1nsc(SC)c1NC(=O)OCC1CCCO1 (configuration not stated)
  i, i, i, i, i, i, i, i, i, i, i
- CCCCn1c2ccccc2c2cc(CC(N)=O)ccc21
  i, i, i, i, i, i, i, i, i, i, i
- COc1cccc(NC(=O)CN(C)C(=O)CSCc2nc3scc(-c4cccs4)c3c(=O)[nH]2)c1
  i, i, i, i, i, i, i, i, i, i, i
- CN1CCN(S(=O)(=O)c2cccc(C(=O)N(C)CC(=O)Nc3ccc(F)c(F)c3F)c2)CC1
  i, i, i, i, i, i, i, i, i, i, i
- CC(=O)Nc1ccc(S(=O)(=O)N2CCC(NC(=O)c3ccco3)CC2)cc1
  i, i, i, i, i, i, i, i, i, i, i
- CCOc1ccccc1N(CC(=O)NCC1CCCO1)C(=O)CNS(=O)(=O)c1ccccc1 (configuration not stated)
  i, i, i, i, i, i, i, i, i, i, i

# Continued.
# Below each compound: TRPC4 PAM, ANO1 activ, MrgX1 antag, TRPC4 agonist, TMEM16A inh, RGS4 block, MrgX1 PAM, MrgX1 agonist, TRPC6 inhibitor, TRPC6 act, TRPC4 inh
- COC(=O)[C@H](Cc1ccccc1)NC(=O)c1cc(COc2c(F)cccc2F)on1
  i, i, i, i, i, i, i, i, i, i, i
- CC(C(=O)c1ccc(Br)cc1)[n+]1cccc(NC(=O)c2ccccc2)c1 (configuration not stated)
  i, i, i, i, i, i, i, i, i, i, i
- Cc1ccc(NC(=S)NC2CCSc3ccccc32)cc1C (configuration not stated)
  i, i, i, i, i, i, i, i, i, i, i
- Cc1cc(O)cc(=O)n1Cc1ccccc1
  i, i, i, i, i, i, i, i, i, i, i
- COc1cccc(CNC(=O)c2cc(S(=O)(=O)N3CCCCC3)c[nH]2)c1
  i, i, i, i, i, i, i, i, i, i, i
- COC(=O)c1sc(SC)c(S(=O)(=O)C(C)C)c1N/N=C(\C#N)S(=O)(=O)c1ccccn1
  i, i, i, i, i, i, i, i, i, i, i
- CCCc1nnc(NC(=O)CCC(=O)NC2CC2)s1
  i, i, i, i, i, i, i, i, i, i, i
- CCn1c(=O)n(CC)c2cc(S(=O)(=O)N3CCCCC3)c(C)cc21
  i, i, i, i, i, i, i, i, i, i, i
- Cc1nn(-c2ccccc2)c(Cl)c1C(=O)NCCCCNC(=O)c1c(C)nn(-c2ccccc2)c1Cl
  i, i, i, i, i, i, i, i, i, i, i
- CC(C)OCCCNC1=C(Cl)C(=O)c2ccccc2C1=O
  i, i, i, i, i, i, i, i, i, i, i

# Source: PubChem
